MLL CXXC-DNA inh = inhibitors of human MLL CXXC domain-DNA interaction | 0.037% of 290,000 active | MLL-CXXC / FITC-HOXA9 DNA fluorescence polarization | Potency, µM (top dose mostly 115 µM), for inactives: at the highest dose activity change, negative = inhibition, most hits filed as inhibitors | Q03164; active means well fitted inhibition curve with a large enough effect in the polarisation, with a control signal flat, not every such curve was filed as active; inconclusive means small, poorly fitted or top-dose-only effect, or effect the other way, or a change in a side signal; inactive means no such curve, though single readings can be large or run the other way; the % refers to the polarisation; further: potency means the concentration at half of the fitted maximal effect
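Steps: dispense CXXC domain solution (7 uM) → pin compounds or unlabeled HOX-A9 DNA control → 5 min ambient → add FLSN-HOX-A9 solution (50 nM) → spin → 30 min ambient → fluorescence polarization. Tris pH 7.5/NaCl/DTT/BSA buffer.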
KCNH2 WT inh = inhibitors of human wildtype KCNH2 potassium channel; AID 720551; U2OS, BacMam KCNH2, thallium flux FluxOr; active compounds read low; activity change, % at 1.84 µM; 0.37% of 340,000 active;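 active means maximum activity change below -70%; inconclusive means maximum activity change between -70% and -50%; inactive means maximum activity change above -50%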; further: on the % scale 0 is the no-effect control and ±100 the full control effect
Target sequence (Q12809 whole entry, looked up): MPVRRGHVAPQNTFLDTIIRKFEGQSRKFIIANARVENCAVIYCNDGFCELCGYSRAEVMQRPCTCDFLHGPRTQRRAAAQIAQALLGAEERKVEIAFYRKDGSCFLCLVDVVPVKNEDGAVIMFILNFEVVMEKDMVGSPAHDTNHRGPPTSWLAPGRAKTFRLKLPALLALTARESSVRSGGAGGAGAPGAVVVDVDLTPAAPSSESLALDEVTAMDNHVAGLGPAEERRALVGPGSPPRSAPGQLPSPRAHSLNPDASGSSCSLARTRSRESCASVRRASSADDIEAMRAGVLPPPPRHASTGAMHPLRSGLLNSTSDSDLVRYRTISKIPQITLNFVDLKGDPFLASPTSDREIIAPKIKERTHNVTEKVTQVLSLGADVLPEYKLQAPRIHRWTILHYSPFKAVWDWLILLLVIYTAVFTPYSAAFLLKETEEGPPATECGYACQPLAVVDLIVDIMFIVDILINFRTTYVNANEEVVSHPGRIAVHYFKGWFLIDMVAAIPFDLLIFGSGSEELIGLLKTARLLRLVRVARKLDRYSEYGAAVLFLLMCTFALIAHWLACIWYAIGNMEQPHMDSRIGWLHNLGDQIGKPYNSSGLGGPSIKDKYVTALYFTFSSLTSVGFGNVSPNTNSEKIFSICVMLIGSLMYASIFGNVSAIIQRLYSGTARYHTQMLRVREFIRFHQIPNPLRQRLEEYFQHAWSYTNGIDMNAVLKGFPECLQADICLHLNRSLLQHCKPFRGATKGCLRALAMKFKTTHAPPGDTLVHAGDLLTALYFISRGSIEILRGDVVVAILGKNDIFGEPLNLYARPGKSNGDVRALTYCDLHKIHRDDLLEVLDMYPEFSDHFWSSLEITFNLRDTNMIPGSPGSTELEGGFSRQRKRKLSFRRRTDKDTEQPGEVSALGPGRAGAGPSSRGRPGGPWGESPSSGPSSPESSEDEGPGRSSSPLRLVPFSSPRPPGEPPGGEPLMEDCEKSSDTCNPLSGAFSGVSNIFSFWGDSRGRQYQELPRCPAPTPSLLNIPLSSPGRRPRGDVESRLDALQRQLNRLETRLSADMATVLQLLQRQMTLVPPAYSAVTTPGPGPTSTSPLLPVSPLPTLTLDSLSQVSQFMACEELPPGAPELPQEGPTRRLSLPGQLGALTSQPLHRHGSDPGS
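U2OS cells were transduced with wild-type KCNH2 virus (2.03 x 10^8 / mL) for 4 h at room temperature, then cultured overnight at 37 C. Thallium flux was read with FluxOr dye. Rate constants were normalized to DMSO controls.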
Chronic BCR inh = chronic active BCR signaling inhibition; ABC-DLBCL IkBa-CBG/CBR reporter, luminescence ratio, 4 h; Potency, µM (top dose mostly 46.1 µM), inactives show top-dose ratio change, negative = lower green/red ratio, actives largely listed as inhibitors; 0.05% of 340,000 active; active means well fitted inhibition curve with a large enough effect in the signal ratio, with a control signal flat, not every such curve was filed as active; inconclusive means small, poorly fitted or top-dose-only effect, or effect the other way, or a change in a side signal; the % refers to the signal ratio;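 further: potency means the concentration at half of the fitted maximal effect; plate controls were basal doxycycline-induced cells for no effect and cells given 10 µM MG132 for full effect; MG132 reads +100%, hits lower the ratio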
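Doxycycline induced both beetle luciferases in TMD8 lymphoma cells; IKK-driven degradation limits the IkappaBalpha-fused green signal, while red luminescence normalises for cell number and nonspecific effects. Compounds tested up to 46 uM, 4 hrs.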
GALK inhibitor = galactokinase (human) inhibition; Purified GALK, Kinase-Glo residual ATP luminescence; Potency, µM (top dose mostly 57.5 µM), for inactives: at the top dose activity change, negative = inhibition, usual class: inhibitors; 0.007% of 270,000 active; further: potency means the concentration at half of the fitted maximal effect; on the % scale 0 is the no-effect control and ±100 the full control effect
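ATP-depletion format; final 35 uM ATP, 100 uM D-galactose, 5 nM enzyme; pH 8.0 HEPES/Mg2+ buffer; 60 min RT; luminescence read 10 min after detection reagent.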
Tb PFK block = inhibitors of T. brucei phosphofructokinase; T. brucei PFK, ADP-Glo luminescence; O15648; 0.17% of 330,000 active; Potency, µM (doses to about 57.5 µM), for inactives: at the highest dose activity, negative = inhibition, hits mostly inhibitors; AID 485367;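 further: potency means the concentration at half of the fitted maximal effect; 0% = uninhibited 1x PFK enzyme wells and -100% = no-enzyme wells; nearly all actives have a fitted effect of over 60% in size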
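1.25 nM PFK with 0.5 mM F6P and 0.1 mM ATP in 0.1 M TEA pH 8.0, 5 mM MgCl2, incubated 45 min at room temperature; ADP measured by ADP-Glo luminescence; compounds titrated up to 57 uM.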
Coupling enz = counter-screen for Giardia aldolase inhibitors: coupling enzyme system | activity change, negative = inhibition, % at 58.2 µM, hits read low | coupling enzyme system counterscreen, AmpLite Red fluorescence | 0.67% of 290,000 active | AID 2472; in the data active means activity change below about -30%; further: on the % scale 0 is the no-effect control and ±100 the full control effect
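Fluorescence at 525 nm excitation and 598 nm emission measured inhibition of the coupled detection system without aldolase. Compounds (at 57.5 uM final) were preincubated 10 min at room temperature with coupling enzyme reagent before a 20 min substrate/AmpLite Red step.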
TCR activator = activators of T cell receptors. Potency, µM (series often up to 9.22 µM), for inactives: at the highest dose activation of IL-2 secretion, most hits filed as activators. 330,000 tested, under 10 active. primary human leukocytes, anti-CD3, IL-2 HTRF, 48 h; further: % of control where 0% means no effect
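Compounds are tested in HTS on primary human leukocytes co-incubated with a-CD3 beads for 48 hr. IL-2 output is measured by time-resolved FRET.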
Giardia killer = kills Giardia lamblia | Giardia lamblia trophozoite viability | activity change, % at 7.66 µM, hits read low | 0.15% of 340,000 active; in the data active means activity change below about -80%; inconclusive means between about -30% and that limit;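 further: parasites exposed to compound for two days anaerobically before the ATP read; on the % scale 0 is the no-effect control and ±100 the full control effect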
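Giardia lamblia trophozoites (100 cells/well) were incubated with compounds for 48 h at 37 deg C under anaerobic conditions. Viability was read as ATP content by one-step luminescence after 15-30 min at room temperature.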
AT treatment = potential ataxia-telangiectasia treatments restoring KAP-1 phosphorylation | Potency, µM (series often up to 57.5 µM), inactives show top-dose activation, actives largely listed as activators | 0.19% of 320,000 active | […] A-T fibroblasts, KAP-1 phosphorylation AlphaLISA; neocarzinostatin DNA damage 30 min before lysis; further: potency means the concentration at half of the fitted maximal effect; % of control where 0% means no effect; nearly all actives have a fitted effect of over 45% in size
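hTERT-immortalized A-T patient fibroblasts ([…]), 500 cells/well in OPTI-MEM, 1% FBS, got compounds for 60 min, then NCS for 30 min at 37C. Lysates were then assayed for phospho-KAP-1 by AlphaLISA (anti-pKAP1 donor, anti-KAP1 acceptor beads), 6 hr at 25C.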
TSHR antag = blocks TSH signaling through the human TSH receptor | P16473 | TSHR-expressing cells, TSH-stimulated cAMP HTRF, 2 h; active compounds read low | activity change, negative = inhibition, % at 11.5 µM | 0.2% of 330,000 active;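 active means activity change below a set negative limit, meaning inhibition stronger than a set level, cut at about -70% in these data; inconclusive means activity change between two set negative limits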; further: on the % scale 0 is the no-effect control and ±100 the full control effect
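Cell-based HTRF cAMP assay; TSHR cells + compound, TSH EC80 (4nM final), 2 h, 37 deg C. Lysis with anti-cAMP cryptate and cAMP-d2, 30 min RT, read 665/620 nm.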
* = called active by the depositor; ? = inconclusive; · = no result given; & = joins results of further samples; [ ] = remark or other dose. Unless noted, the call rests on the fitted dose curve; in most records, active means well fitted curve in the direction sought with a large enough effect; inconclusive means small, poorly fitted or top-dose-only effect, or another doubt; inactive means no such curve, though single readings can be large; an effect the other way counts as inactive or inconclusive.

SMILES | MLL CXXC-DNA inh | KCNH2 WT inh | Chronic BCR inh | GALK inhibitor | Tb PFK block | Coupling enz | TCR activator | Giardia killer | AT treatment | TSHR antag
CCCCC(=O)Nc1cc(C(=O)NCCc2ccccc2)ccc1Cl | 1% | 8 | ? | · | 7% | -3 | -29% | 7 | 2% | -4
Cc1ccc(-c2nnc(SCC(=O)N/N=C/c3ccc(C)s3)n2-c2ccccc2)cc1 | -8% | 3 | -1% | 2% | -1% | 9 | 4%[46.1 µM] | -5 | 2% | -12
N/C(=N\OC(=O)COc1ccc(Cl)cc1Br)c1cccnc1 | 1% | -2 | ? | 0% | 0% | 0 | 3% | -23 | -1% | ?
COc1c2occc2c(OC)c2c(=O)cc(C)oc12 | 8% | -3 | 6% | -2% | -16% | -25&-4&0 | -3% | -8 | -8% | 31
CC(C)Oc1ccc(C(=O)NC2CCCCC2)cc1 | -1% | -17 | ? | 0% | 0% | 0 | 4% | -5 | 3% | -10
Cc1nnc(NC(=O)C(C)Oc2ccc3c(C)cc(=O)oc3c2)s1 (stereo not drawn) | -2% | 2 | -7% | 0% | 8% | 1 | -3% | -12 | -4% | 10
COc1ccc(Cl)cc1NC(=O)COC(=O)CNC(=O)C1CCCCC1 | · | 4 | ? | · | 0% | · | -3% | 10 | 5% | -3
COc1cccc2oc3cc(C#Cc4ccccn4)ccc3c(=O)c12 | 20% | -3 | ? | · | -2% | 0 | 12% | -9 | -9% | -13
CCN(c1cccc(C)c1)S(=O)(=O)c1ccc2c(c1)CCCN2C(C)=O | 8% | 5 | 0% | 14% | -1% | 2 | -2% | 20 | -3% | -13
O=C(COc1ccccc1C(=O)NCc1ccccc1)Nc1ccccc1 | · | -17 | ? | · | 2% | · | 9% | 3 | -1% | 4
O=C(CCSCCc1ccccn1)Nc1ccccn1 | 3% | 2 | ? | 0% | 2% | 5 | 4% | 1 | · | 11
CC(C)CCn1nnnc1C(c1ccccc1)N1CCC(C(N)=O)CC1 (stereo not drawn) | -9% | 5 | 9% | 0% | 0% | 2 | -6% | 9 | 13% | -24
Cc1c(C#N)c(O)[nH]c(=O)c1N=Nc1ccc(S(N)(=O)=O)cc1 | ? | 3 | 19% | · | 4% | -9 | -8% | -2 | -3% | 28
COc1ccc(OC)c(NC(=O)CSc2nn3c(=O)c(C)nnc3s2)c1 | 9% | -21 | -8% | 3% | -10% | · | -1% | -3 | 8% | 22
O=C(O)c1cc(-c2c[nH]c3ccccc23)nc2cc3ccccc3cc12 | 0% | · | ? | -1% | -1% | -10 | · | · | 5% | -12
Cc1ccc(S(=O)(=O)NC(C)(C)CN2CCCCC2)cc1 | -1% | 0 | -1% | 2% | 0% | 1 | 4% | -1 | -1% | -14
CC(=O)N1CCOc2ccc(S(=O)(=O)NCCc3ccc(Cl)cc3)cc21 | -2% | -6 | -3% | 4% | -21% | 1 | 9% | 6 | 12% | 40
CCCNC(=O)c1nn2cc(Br)cnc2c1Cl | -1% | 5 | ? | 0% | -6% | 7 | 4% | 8 | -3% | 1
COc1ccc(CCNS(=O)(=O)c2cccs2)cc1 | -6% | 1 | -2% | 0% | -4% | -4 | 1% | -1 | 2% | -17
CCCC(=O)Nc1sc2c(c1C#N)CC(C)(C)NC2(C)C | 0% | -4 | ? | -5% | 2% | 3 | -3%[46.1 µM] | -3 | -5% | -5
CC1CCCN(C(=O)CN(C)S(=O)(=O)c2ccc3c(c2)c(=O)n(C)c(=O)n3C)C1 (stereo not drawn) | -2% | -4 | 7% | 3% | -3% | · | -7% | -17 | 11% | 7
COc1ccc(NC(=O)CCNS(=O)(=O)c2ccc3c(c2)c(=O)n(C)c(=O)n3C)cc1 | -13% | -5 | 3% | 5% | 10% | 7 | -62% | -6 | 27% | 13
CC1CCCC(C)N1C(=O)COC(=O)CCc1nc2ccccc2c(=O)[nH]1 (stereo not drawn) | -7% | 9 | 0% | -3% | -2% | -1 | 1%[46.1 µM] | 3 | -7% | 5
O=C(/C=C/c1ccccc1)Nc1ncn[nH]1 | 43%[activator] | 4 | ? | 0% | 3% | -2 | 12% | -11 | 25% | -4

Fetched by structure from the list above, 2 records:
SMILES | MLL CXXC-DNA inh | KCNH2 WT inh | Chronic BCR inh | GALK inhibitor | Tb PFK block | Coupling enz | TCR activator | Giardia killer | AT treatment | TSHR antag
CCCNC(=O)c1nn2cc(Br)cnc2c1Cl | -1% | 5 | ? | 0% | -6% | 7 | 4% | 8 | -3% | 1
CCCC(=O)Nc1sc2c(c1C#N)CC(C)(C)NC2(C)C | 0% | -4 | ? | -5% | 2% | 3 | -3%[46.1 µM] | -3 | -5% | -5

Returning to the listing, repeating the 3 entries before the break.
SMILES | MLL CXXC-DNA inh | KCNH2 WT inh | Chronic BCR inh | GALK inhibitor | Tb PFK block | Coupling enz | TCR activator | Giardia killer | AT treatment | TSHR antag
COc1ccc(NC(=O)CCNS(=O)(=O)c2ccc3c(c2)c(=O)n(C)c(=O)n3C)cc1 | -13% | -5 | 3% | 5% | 10% | 7 | -62% | -6 | 27% | 13
CC1CCCC(C)N1C(=O)COC(=O)CCc1nc2ccccc2c(=O)[nH]1 (stereo not drawn) | -7% | 9 | 0% | -3% | -2% | -1 | 1%[46.1 µM] | 3 | -7% | 5
O=C(/C=C/c1ccccc1)Nc1ncn[nH]1 | 43%[activator] | 4 | ? | 0% | 3% | -2 | 12% | -11 | 25% | -4
Cc1cc2oc(=O)cc(CN3CCN(Cc4ccccc4)CC3)c2cc1Cl | 2% | 11 | 5% | -2% | -2% | -5 | 3% | 4 | -10% | 15
O=C(c1cnn(-c2ccccc2)c1)c1cc(F)ccc1O | -15% | -3 | ? | -1% | 1% | 0 | -2% | -9 | -11% | -6
COc1ccccc1CNC(=O)c1cn(C)c(=O)c2cc(OC)c(OC)cc12 | -4% | 3 | 12% | 1% | -8% | 2 | · | -21 | · | ·
O=C(COC(=O)COc1ccccc1F)NC1CC1 | · | 3 | 1% | · | 2% | · | · | 32[activator] | 5% | -6
O=C(NC1CCCC1)c1ccccc1-c1nc2ccccc2[nH]1 | 1% | 0 | 3% | -2% | 6% | 2 | 6% | 1 | 3% | 1
CCOc1ccccc1-c1n[nH]c(=S)o1 | 7% | -3 | -22% | 0% | -1% | 2 | 1% | -6 | -2% | 11
Cc1ccc(CNC(=O)NC2CCCCC2)cc1 | 1% | -1 | ? | 0% | -3% | 4 | 2% | 11 | -1% | 4
CC1(C)CN=C(N2CCN(C3=NCC(C)(C)S3)CC2)S1 | 1% | · | 0% | 2% | 4% | 0 | · | · | -1% | -10
CCOc1ccc(C(NC(=O)/C=C/c2ccco2)c2ccc(OC)c(OC)c2)cc1 (stereo not drawn) | ? | 11 | -8% | -2% | -2% | 1 | 1%[46.1 µM] | 1 | -3% | 3
COc1ccccc1CNC(=O)COC(=O)C1CCN(S(=O)(=O)c2ccc(C)c(C)c2)CC1 | · | -9 | 1% | · | -10% | · | -3% | -4 | -6% | 3
CC(=O)C(Cc1ccccc1)NC(=O)CN1CCN(Cc2ccccc2)CC1 (stereo not drawn) | 11% | -1 | 1% | 2% | 1% | 1 | -2% | 5 | 3% | 26
CNC(=S)N/N=C/c1c2ccccc2c(Cl)c2ccccc12 | ? | 2 | ? | -3% | 3% | 2 | -2% | -17 | -1% | 9
CCN1CCN(C2=C(NS(=O)(=O)c3ccc(NC(C)=O)cc3)C(=O)c3ccccc3C2=O)CC1 | 32% | 2 | 4% | 2% | -5% | · | 4% | -4 | 11% | 11
CC(c1ccccc1)n1c(SCC(=O)N2CC(=O)Nc3ccccc32)nc2ccccc2c1=O (stereo not drawn) | 25% | -3 | 10% | 1% | 0% | -2 | 0%[46.1 µM] | 9 | 3% | -8
O=c1c2ccccc2ncn1-c1ccccc1C(F)(F)F | -2% | · | 1% | -2% | 3% | -1 | -3% | -18 | 4% | 2
CC(=O)NCC(=O)OCC(=O)Nc1ccc(C(C)=O)cc1 | 2% | -5 | -9% | 2% | 0% | 4 | 5% | 9 | 1% | 26
O=C1CCCCCN1Cc1ccccc1 | 6% | 4 | -25% | 1% | 11% | 0 | -2% | 5 | -1% | -3
CCN(CC)CCNC(=O)c1ccc(NC(=O)c2cc(-c3ccncc3)nc3ccccc23)cc1 | · | -4 | -11% | · | -7% | · | 4% | -16 | -6% | 1
COC(=O)C(C)Sc1nc2c(c(=O)n1-c1ccccc1)SCC2 (stereo not drawn) | -7% | 2 | -1% | -2% | 1% | -5 | 0% | -19 | 23% | 5
O=C(CN1C(=O)NC2(CCCCCC2)C1=O)NCc1ccccc1 | · | 3 | -1% | · | -2% | · | -3% | 15 | 7% | ·
N#Cc1ccccc1CSc1ccccn1 | 0% | -9 | -12% | 0% | -1% | 0 | 1% | -28 | 0% | 10

From PubChem BioAssay
